Source: PubChem
GAA glycogen = inhibitors or activators of human alpha-glucosidase glycogen cleavage; P10253; recombinant GAA, glycogen substrate, Amplex Red glucose oxidase fluorescence; Potency, µM (highest dose often 76.4 µM), for inactives: at the top dose activity change, negative = inhibition, usual class: inhibitors; 0.38% of 300,000 active;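 further: 0% = full enzyme reaction and -100% = no-enzyme basal signal; the screen sought inhibitors and activators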
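Natural-substrate format: glycogen cleavage by 4 nM human enzyme, glucose read by Amplex Red coupling (Ex 573, Em 610 nm). Normalized to enzyme and no-enzyme controls.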
RGS12 GoLoco inh = blocks human Gai1 binding to RGS12 GoLoco peptide, red readout. P63096. Gai1:RGS12 GoLoco peptide FP, rhodamine, 10 min. 0.44% of 230,000 active. Potency, µM (top dose mostly 61.6 µM), inactives show top-dose activity, negative = inhibition, hits mostly inhibitors; active means well fitted inhibition curve with a large enough effect, not every such curve was filed as active; inactive means no such curve, though single readings can be large or run the other way; further: on the % scale 0 is the no-effect control and ±100 the full control effect; nearly all actives have a fitted effect of over 30% in size; many of its hits are not listed in these tables
Target sequence (P63096 whole entry, looked up): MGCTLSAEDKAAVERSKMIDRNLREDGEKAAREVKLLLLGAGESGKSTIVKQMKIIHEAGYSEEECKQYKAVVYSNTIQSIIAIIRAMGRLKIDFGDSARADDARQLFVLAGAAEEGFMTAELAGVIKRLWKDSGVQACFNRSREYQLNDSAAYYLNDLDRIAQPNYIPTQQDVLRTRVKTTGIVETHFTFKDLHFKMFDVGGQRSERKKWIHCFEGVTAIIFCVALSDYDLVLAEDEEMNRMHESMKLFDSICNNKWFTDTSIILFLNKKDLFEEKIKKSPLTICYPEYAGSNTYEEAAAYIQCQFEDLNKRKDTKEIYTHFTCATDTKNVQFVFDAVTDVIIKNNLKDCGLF
HTT ATP protect = Huntington cell model cytoprotection by ATP luminescence; PC12 HTT-Q103 induced, cytoprotection, ATP luminescence, 40 h; 0.14% of 230,000 active; Potency, µM (top dose mostly 56.4 µM), for the others: cytoprotection (ATP increase), most hits filed as activators;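 further: % of control where 0% means no effect; nearly all actives have a fitted effect of over 45% in size; toxic huntingtin expression switched on by the ecdysone agonist tebufenozide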
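Readout: ATPlite luminescence (ATP level). Model: stable PC12, inducible Htt exon1 Q103-GFP. Inducer: tebufenozide, 100 nM final. Compounds: dose series. No G418 in medium.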
HttQ103 aggreg = inhibitors of mutant huntingtin aggregate formation in PC12 cells. PC12 HttQ103-GFP aggregates, Acumen cytometry, 40 h. Potency, µM (highest dose often 46.1 µM), inactives show top-dose activity change, negative = inhibition, actives largely listed as inhibitors. 1.1% of 220,000 active. AID 1688; further: on the % scale 0 is the no-effect control and ±100 the full control effect; nearly all actives have a fitted effect of over 60% in size
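PC12 cells stably carrying ecdysone-inducible HTT exon 1 Q103–GFP were induced with tebufenozide (100 nM final) and treated with library compounds in titration. GFP aggregates in lysates were counted by laser scanning cytometry.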
GAA inh = inhibitors of human lysosomal alpha-glucosidase | P10253 | purified human GAA, 4-MU-alpha-glucoside fluorescence | 0.005% of 200,000 active | Potency, µM (highest dose often 76.9 µM), inactives show at the top dose activity change, negative = inhibition, usual class: inhibitors | AID 1466;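 further: plate controls were uninhibited enzyme wells for no effect and no-enzyme background for full effect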
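Human enzyme at 4 nM with 400 uM 4-methylumbelliferyl-alpha-D-pyranoside, citrate/phosphate buffer pH 5.0, 0.005% Tween-20, 20 min at room temperature. Compounds up to 77 uM. 4-MU fluorescence (Ex 365/Em 440) read after NaOH/glycine stop; AC50 from Hill fit.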
GAA spleen mod = inhibitors or activators of human alpha-glucosidase in spleen homogenate. 0.006% of 240,000 active. P10253. Potency, µM (highest dose often 79.9 µM), inactives show top-dose activity change, negative = inhibition, most hits filed as inhibitors. human spleen homogenate, 4-MU-alpha-glucoside fluorescence;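 further: 0% = enzyme with vehicle and -100% = no enzyme basal signal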
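Compounds were titrated against alpha-glucosidase in spleen homogenate at pH 5.0, with 1 mM 4-methylumbelliferyl substrate for 40 min at 37 C. Reactions were quenched with pH 10 NaOH/glycine and fluorescence measured.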
IMPase Li inh = cell-permeable IMPase inhibitors with lithium potentiation | CHO-M1 cells, IP1 TR-FRET (IP-One), carbachol + lithium | Potency, µM (titrated, usually from 59.4 µM), inactives show at the top dose activity, negative = IMPase inhibition, hits mostly inhibitors | 0.35% of 210,000 active | AID 1457;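 further: IP1 builds up when IMPase is blocked and the TR-FRET signal falls; plate controls were basal vehicle for no effect and high inhibitor control for full effect; nearly all actives have a fitted effect of over 50% in size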
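CHO-M1, 2000 cells/well, 16–30 h culture; cpd + low Li+, 30 min 37C; lysis with d2-IP1/Eu-anti-IP1 Ab, 10 min RT; TR-FRET 665/620 ratio and 620 channel; AC50 via Hill.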
Numbers without * were called inactive; ? = inconclusive; . = no result given; [ ] = remark or other dose. Unless noted, the call rests on the fitted dose curve; in most records, active means well fitted curve in the direction sought with a large enough effect; inconclusive means small, poorly fitted or top-dose-only effect, or another doubt; inactive means no such curve, though single readings can be large; an effect the other way counts as inactive or inconclusive. Potency means the concentration at half of the fitted maximal effect.

structure	GAA glycogen	RGS12 GoLoco inh	HTT ATP protect	HttQ103 aggreg	GAA inh	GAA spleen mod	IMPase Li inh
COC(=O)C1(Cc2ccccc2)C=C2C(=C(C)C(=O)C2C)CN1 (stereo not drawn)	.	-7%	-32%[inhibitor]	.	.	1%	-12%
O=C(Nc1ccc(Cn2cccn2)cc1)c1ccc(COc2ccc(Br)cc2)cc1	4%	-11%	25%	17%	-3%	6%	33%[38.3 µM]
CSc1nc(N)nc(N(C)C)n1	13%	10%	11%[10 µM]	15%[9.22 µM]	-6%	8%	.
CCN(CC)CCN(C(=O)c1ccc(Br)s1)c1nc2cc3c(cc2s1)OCO3	-23%	5%	-30%[inhibitor]	-3%	2%	-9%	19%
CC(C)N(C(=O)Cn1c(SCC(=O)Nc2nccs2)nc2ccccc21)C(C)C	6%	-5%	18%[10 µM]	-3%	3%	5%	2%
Cc1c[nH]c2cccc(OCC(O)CNC(C)(C)C)c12 (stereo not drawn)	-8%	-6%	-13%[0.074 µM]	0%	-1%	-8%	63%[activator][38.3 µM]
COc1ccc(CN(C(=O)/C=C/c2ccccc2Cl)C2CCS(=O)(=O)C2)cc1 (stereo not drawn)	-6%	-4%	-3%[10 µM]	-17%[9.22 µM]	.	-7%	.
Nc1c(-c2ccccn2)cnn1-c1nc(-c2ccc(F)cc2)cs1	1%	37%[activator]	-5%[10 µM]	9%	2%	-5%	20%

Full records, quoted from the list. Values in the order: GAA glycogen | RGS12 GoLoco inh | HTT ATP protect | HttQ103 aggreg | GAA inh | GAA spleen mod | IMPase Li inh
`COc1ccc(CN(C(=O)/C=C/c2ccccc2Cl)C2CCS(=O)(=O)C2)cc1` (stereo not drawn) as listed: -6% | -4% | -3%[10 µM] | -17%[9.22 µM] | . | -7% | .
`Nc1c(-c2ccccn2)cnn1-c1nc(-c2ccc(F)cc2)cs1` as listed: 1% | 37%[activator] | -5%[10 µM] | 9% | 2% | -5% | 20%

Next section:
structure	GAA glycogen	RGS12 GoLoco inh	HTT ATP protect	HttQ103 aggreg	GAA inh	GAA spleen mod	IMPase Li inh
O=C(O)C(=O)/C=C(\O)c1ccc(Br)cc1	.	5%[14.2 µM]	-3%[10 µM]	.	.	.	-13%
Clc1cc(Cl)cc(C2=N[C@@H](Cc3ccccc3)CO2)c1	.	-7%[88.7 µM]	-38%	.	.	5%[119 µM]	2%
Cc1ccccc1OCC(=O)Nc1ccc(S(=O)(=O)Nc2ccccn2)cc1	-7%	9%	5%[10 µM]	24%	-10%	3%	-4%
COCCCn1cnc2c(c1=O)c1nc3ccccc3nc1n2-c1ccc(C)cc1	0%	1%	10%[10 µM]	3%	-13%	2%	-4%[38.3 µM]
COc1ccccc1CNCc1cc(OC)c(OC)c(OC)c1	3%	-10%	-32%	-3%	-9%	5%	4%
COc1cc(NC(=O)c2cccc(C)c2)c(Cl)cc1[N+](=O)[O-]	7%	11%	.	-2%	-2%	-3%	-1%
NC(=S)Cc1nc(-c2ccc(Cl)cc2)cs1	?	43%[activator]	?	-9%	-6%	.	15%
C=CC(C)(C)c1cc2cc3ccoc3cc2oc1=O	-2%	-15%	.	?	-1%	1%	8%

structure	GAA glycogen	RGS12 GoLoco inh	HTT ATP protect	HttQ103 aggreg	GAA inh	GAA spleen mod	IMPase Li inh
Cc1c(C(c2cccc(O)c2)c2c(C)n(C)n(-c3ccccc3)c2=O)c(=O)n(-c2ccccc2)n1C	4%	2%	21%[10 µM]	3%	-3%	5%	-1%
S=C(NCCN1CCOCC1)N/N=C/c1c2ccccc2cc2ccccc12	-15%	13%	-6%	?	-2%	2%	29%[38.3 µM]
Cc1cccc(NC(=O)CSc2nnc(CSc3nc(C)cc(C)n3)n2Cc2ccco2)c1	-2%	.	8%[10 µM]	2%	-1%	5%	.
CCCCNC(=O)CSc1nc2ccccc2n1S(=O)(=O)c1ccc(Br)cc1	3%	2%	.	?	3%	0%	-4%
O=C(c1c[nH]c(=O)n(-c2ccccc2)c1=O)N1CCc2ccccc21	-1%	-8%	3%	0%	7%	-1%	-9%[38.3 µM]
c1ccc(Oc2cccc(OCCn3cncn3)c2)cc1	4%	0%	-3%	-33%	1%	-4%	23%[38.3 µM]
CCOC(=O)c1c(C)n(C)c2ccc(O)c(CN(C)C)c12	25µM*	3%	-4%	5%	-8%	-13%	11%[38.3 µM]
COc1ccc(C)cc1NC(=O)CSc1nnc(-c2ccco2)n1Cc1ccco1	0%	9%	-11%[0.074 µM]	-12%	-11%	-9%	-12%[38.3 µM]

structure	GAA glycogen	RGS12 GoLoco inh	HTT ATP protect	HttQ103 aggreg	GAA inh	GAA spleen mod	IMPase Li inh
COC(=O)c1cc(=O)n(Cc2ccc(F)cc2)c(=NCc2ccc(F)cc2)s1	-4%	4%	-9%	-9%	0%	3%	-5%
O=C(Nc1ccc(N2C(=O)C3C4C=CC(C4)C3C2=O)cc1)Nc1cccnc1 (stereo not drawn)	7%	-6%	14%[10 µM]	2%	4%	7%	16%[38.3 µM]
O=C(COc1cccc(Br)c1)N/N=C/C(=O)c1ccccc1	-16%	1%	0%	-26%	-3%	4%	4%
CN(C)CCCN1C(=O)CSC1c1ccccc1 (stereo not drawn)	4%	7%	6%	-18%	-7%	-8%	35%[activator][38.3 µM]
O=C(COc1ccccc1Br)c1ccc(O)cc1O	-6%	-9%	-29%	-20%	5%	3%	-4%[38.3 µM]
CCC(CC)N=C1NS(=O)(=O)c2cc([N+](=O)[O-])ccc21	18%	4%	-18%	-10%[9.22 µM]	8%	1%	0%
CCOC(=O)C1(CCOC)CCN(Cc2nc(C(C)C)cs2)CC1	14%	5%	14%[10 µM]	-4%[9.22 µM]	3%	1%	6%
COc1ccccc1/C=C(/CC(=O)NCc1ccccc1)c1nc2ccccc2s1	1%	.	10%[10 µM]	11%	-10%	-3%	.

structure	GAA glycogen	RGS12 GoLoco inh	HTT ATP protect	HttQ103 aggreg	GAA inh	GAA spleen mod	IMPase Li inh
c1ccc(C(c2ccccc2)N2CCN(Cc3nnnn3C3CCCCC3)CC2)cc1	-2%	-8%	-9%[1.9 µM]	-21%	-14%	3%	13%
CCC1CCCCN1CCCNC(=O)c1ccc2c(=O)n(Cc3ccc(OC)cc3)c(=O)[nH]c2c1 (stereo not drawn)	5%	3%	-23%	16%	?	2%	14%[38.3 µM]
CCOC(=O)CNC(=O)c1sc(NC(=O)/C=C/c2ccccc2)nc1C	4%	8%	-7%[10 µM]	-5%[9.22 µM]	.	-3%	.
COc1cc(S(=O)(=O)N2CCN(c3ccccc3)CC2)ccc1F	7%	2%	16%[10 µM]	19%[9.22 µM]	0%	0%	13%
O=C(NC(NC(=S)Nc1ccccc1O)C(Cl)(Cl)Cl)c1ccco1 (stereo not drawn)	?	19%	-2%[10 µM]	1%	-4%	-4%	-3%
O=C(NC(=O)c1ccc(C(F)(F)F)cc1)Nc1ccc(-c2cnco2)cc1	4%	6%	-3%[10 µM]	-4%[9.22 µM]	.	2%	.
O=C(/C=C/Nc1ccccc1)c1ccccc1	9%	-17%	-9%[10 µM]	22%	1%	3%	5%[38.3 µM]
Cc1c(C(=O)NCCCN2CCOCC2)oc2c1C1(CCC2)SCCS1	5%	12%	.	-15%	8%	-4%	5%

structure	GAA glycogen	RGS12 GoLoco inh	HTT ATP protect	HttQ103 aggreg	GAA inh	GAA spleen mod	IMPase Li inh
CCN(CC)S(=O)(=O)c1cccc(NC(=O)c2ccc(C#N)cc2)c1	1%	-34%	.	-20%	-7%	-7%	3%
COc1ccccc1Cc1nc(-c2ccc(Br)o2)no1	-8%	-4%	1%	3%	-13%[15.4 µM]	1%	10%[38.3 µM]
COc1ccccc1Cn1cccc1C=O	-2%	11%	-11%[10 µM]	-5%[9.22 µM]	6%	-1%	5%
CCOC(=O)c1ccc(NC(=O)C2=C(C)Nc3nc(CCCO)nn3C2c2ccc(OC)cc2)cc1 (stereo not drawn)	11%	5%	12%	3%	-4%	4%	22%[38.3 µM]
Cc1ccc(S(=O)(=O)Nc2cc(C(=O)O)ccc2N2CCCCC2)cc1	?	-4%	-19%	4%	-7%	6%	24%[38.3 µM]
COC(=O)c1ccc(NC(=O)c2ccccc2-c2ccccc2C(=O)O)cc1	-3%	7%	10%[10 µM]	-10%	11%	7%	-4%
O=C(NNc1nc(N2CCOCC2)nc(N2CCOCC2)n1)Nc1ccc(Cl)cc1	-11%	6%	.	?	0%	13%	3%
CN1CCN(c2ccc([N+](=O)[O-])cc2/C=N/NC(=O)c2ccc(F)cc2)CC1	-5%	7%	-8%	2%	-5%	-4%	27%[38.3 µM]

structure	GAA glycogen	RGS12 GoLoco inh	HTT ATP protect	HttQ103 aggreg	GAA inh	GAA spleen mod	IMPase Li inh
Cc1cc(OCC(=O)Nc2ccccc2F)nc(C(C)C)n1	-14%	0%	-1%	-5%	-5%	-10%	21%[38.3 µM]
CCCc1cc2c(=O)c(-c3ccc4c(c3)OCCO4)coc2cc1OC(=O)c1ccco1	-5%	-14%	-87%[inhibitor]	3%	-11%	-5%	-11%[38.3 µM]
Cc1nc2ccccn2c1C(=O)CSc1cccc(Cl)c1	-9%	-1%	-56%[inhibitor]	?	-3%	.	14%
Cc1ccsc1-c1nc(CN2CCN(C)C(=O)[C@@H]2C)c(C)o1	14%	3%	2%[10 µM]	4%[9.22 µM]	4%	8%	1%
CCOC(=O)c1ccc(NC(=O)Nc2ccc3c4c(cccc24)C(=O)N3CC)cc1	6%	18%	-8%	15%	4%	5%	12%[38.3 µM]
O=C(Nc1ccn(Cc2ccccc2)n1)c1cccc(Cn2cc([N+](=O)[O-])cn2)c1	-12%	9%	.	1%	-8%	-5%	4%
CCCC(C)C(=O)Nc1ccncc1 (stereo not drawn)	5%	5%	10%[10 µM]	-25%	-2%	6%	2%
CSc1cc(N2CCOCC2)nc(-c2ccccc2Cl)n1	7%	-1%	41%[10 µM]	-9%	0%	-2%	-1%

structure	GAA glycogen	RGS12 GoLoco inh	HTT ATP protect	HttQ103 aggreg	GAA inh	GAA spleen mod	IMPase Li inh
CC1CCN(CC(=O)Nc2cccc(Cl)c2)CC1	7%	3%	-11%	18%	4%	-1%	0%
CCN(CC)S(=O)(=O)c1cc(NC(=O)CN2C(=O)NC3(CCCc4ccccc43)C2=O)ccc1C (stereo not drawn)	7%	-7%	24%[10 µM]	8%	?	-2%	6%
COc1ccc(S(=O)(=O)N2CCc3ccccc3C2)cc1	-4%	-3%	0%[10 µM]	2%[9.22 µM]	-2%	3%	12%
CCCC(=O)N1CCN(c2ccc(NC(=O)C(C)(C)C)cc2)CC1	7%	-4%	-19%	-3%	-9%	-5%	-2%[38.3 µM]

These rows are one share of the data; the hit share may differ from the screen's.
